BoNT-A LC inh2: BoNT/A light chain protease inhibitors, primary screen, biochemical, flow cytometry, MLPCN library. Botulinum neurotoxin type A light chain protease (Clostridium botulinum A str. ATCC 3502). multiplex microsphere protease substrate cleavage. inhibition, % at 10 µM. actives 0.17% (n = 360,000); in the data active = inhibition above about 30%; inconclusive = no clear call, values can overlap the other calls; also: plate controls were buffer without enzyme for full effect and enzyme alone for no effect
FadD28 binding: inhibitors of FadD28 bisubstrate probe binding, primary screen, biochemical, fluorescence polarization, single point; inhibition, % at 12.5 µM; actives 0.22% (n = 360,000); AID 588549, 2011; in the data active = inhibition above about 8.5%, passing the limit was not always enough; inconclusive = no clear call, values can overlap the other calls
Mtb BioA inh: M. tuberculosis BioA enzyme inhibitors, primary screen, biochemical, plate reader, single point, HTS; 7,8-diaminopelargonic acid synthase BioA (Mycobacterium tuberculosis); purified M. tuberculosis BioA enzyme; inhibition, % at 9.99 µM; actives 0.096% (n = 360,000); AID 602481, 2012; in the data active = inhibition above about 40%; inconclusive = no clear call, values can overlap the other calls
BoNT F protease: BoNT/F light chain protease inhibitors, primary screen, biochemical, flow cytometry, MLPCN library; Botulinum neurotoxin type F light chain protease (Clostridium botulinum); actives 0.22% (n = 360,000); inhibition, % at 10 µM; Multiplex microsphere protease cleavage assay; in the data active = inhibition above about 35%, passing the limit was not always enough; inconclusive = no clear call, values can overlap the other calls; also: plate controls were buffer without enzyme for full effect and enzyme alone for no effect
CCHFV vOTU inh: CCHFV vOTU protease inhibitors, primary screen, biochemical, Pep-AMC substrate, fluorescence | inhibition, % at 11.5 µM | actives 0.55% (n = 370,000) | Crimean-Congo hemorrhagic fever virus L polyprotein viral ovarian tumor (vOTU) protease …; also: 0% = vehicle wells with enzyme and 100% = no enzyme wells
GDH-TPI inh: GDH-TPI coupling enzyme inhibitors, primary screen, artefact control for M. tuberculosis FBA inhibitor project, biochemical, absorbance, full deck; GDH-TPI coupled enzyme counterscreen, NADH absorbance; inhibition, % at 4.8 µM; actives 1.2% (n = 360,000); AID 588335, 2011;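 also: 0% = DMSO wells and 100% = wells lacking the enzyme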
Mtb UGM inh: M. tuberculosis UGM enzyme inhibitors, primary screen, biochemical, fluorescence polarization, single point; UDP-galactopyranose mutase (Mycobacterium tuberculosis (strain ATCC 25618 / H37Rv)), …; purified UGM, fluorescence polarization probe displacement; inhibition, % at 10 µM; actives 0.06% (n = 320,000); AID 504406, 2011; in the data active = inhibition above about 10%, passing the limit was not always enough; inconclusive = no clear call, values can overlap the other calls
Target sequence (P9WIQ1 whole entry, looked up): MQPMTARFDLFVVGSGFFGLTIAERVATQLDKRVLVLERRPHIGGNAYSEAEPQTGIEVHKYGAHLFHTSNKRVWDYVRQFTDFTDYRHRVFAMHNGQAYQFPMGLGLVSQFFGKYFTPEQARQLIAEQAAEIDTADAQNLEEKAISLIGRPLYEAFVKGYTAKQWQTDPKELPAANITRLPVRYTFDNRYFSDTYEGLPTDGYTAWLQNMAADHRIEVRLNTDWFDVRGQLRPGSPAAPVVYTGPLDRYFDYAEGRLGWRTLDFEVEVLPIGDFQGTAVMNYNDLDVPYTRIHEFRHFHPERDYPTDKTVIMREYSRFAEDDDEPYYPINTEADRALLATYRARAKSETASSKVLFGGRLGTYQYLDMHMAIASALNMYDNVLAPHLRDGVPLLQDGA
PrPC surface inh: inhibitors of human cell surface prion protein PrPC, primary screen, cell-based, TR-FRET; actives 0.43% (n = 370,000); inhibition, % at 13.8 µM; TR-FRET read-out; in the data active = inhibition above about 24%; also: 0% = median of the test wells and 100% = reference compound wells
Mtb FBA inh: Mtb FBA enzyme inhibitors, primary screen, biochemical, fluorescence, strain H37Rv. actives 2.3% (n = 360,000). inhibition, % at 1 µM. purified M. tuberculosis FBA, fluorescence read-out. Fructose-bisphosphate aldolase (Mycobacterium tuberculosis (strain ATCC 25618 / H37Rv)), …; in the data active = inhibition above about 27%;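 also: 0% = vehicle and 100% = reference inhibitor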
Target sequence (P9WQA3 whole entry, looked up): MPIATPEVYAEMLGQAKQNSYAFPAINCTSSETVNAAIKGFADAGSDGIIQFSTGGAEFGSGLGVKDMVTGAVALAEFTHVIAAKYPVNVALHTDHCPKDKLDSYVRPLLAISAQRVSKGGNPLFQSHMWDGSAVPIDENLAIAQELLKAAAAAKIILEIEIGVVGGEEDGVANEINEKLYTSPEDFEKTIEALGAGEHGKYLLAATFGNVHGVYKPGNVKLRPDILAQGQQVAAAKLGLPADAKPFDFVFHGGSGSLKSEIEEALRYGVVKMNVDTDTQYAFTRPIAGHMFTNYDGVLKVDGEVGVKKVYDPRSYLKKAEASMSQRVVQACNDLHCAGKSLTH
An asterisk follows results filed as active; u = inconclusive; x = not tested or not shown. Rule as the data show it, unless noted: active = inhibition above about 30%; inactive = the rest.

SMILES	BoNT-A LC inh2	FadD28 binding	Mtb BioA inh	BoNT F protease	CCHFV vOTU inh	GDH-TPI inh	Mtb UGM inh	PrPC surface inh	Mtb FBA inh
O=C(NCCc1ccc(Cl)cc1)C1CCN(S(=O)(=O)c2cccs2)CC1	-0.8	-4.4	4.0	0	-14	1	0.4	-1	-4
CC(=O)N1CN(CCCn2ccnc2)Cc2c1sc1c2CCCC1	1.1	-4.2	1.9	-9	8	-4	-0.8	-1	0
Cc1ccc2onc(CC(=O)O)c2c1	-0.3	1.6	x	-2	-8	5	1.5	3	-1
CCOC(=O)COc1cc(-n2c(=S)[nH]c3cc(OC)c(OC)cc3c2=O)c(Cl)cc1Cl	-0.8	-2.4	x	-4	-11	11	-0.9	-7	1
Cc1ccc(S(=O)(=O)N2CCN(c3ccc(S(=O)(=O)N4CCOCC4)cn3)CC2)cc1	0.2	-1.9	-1.6	-10	-2	13	-2.2	4	6
CCOc1ccc(-c2c(C(=O)N/N=C(\C)c3ccco3)nnn2-c2nonc2N)cc1	-3.0	-1.4	-1.5	-1	11	4	0.6	4	-1
Cc1ccc(-n2nc(C)c(C3(O)C(=O)N(C(C)C)c4ccccc43)c2N)cc1 (stereo not drawn)	0.2	-4.0	x	2	-11	10	0.7	1	-1
COC(=O)N(C)c1ccccc1C(=O)N1CCOCC1	-1.7	-1.1	0.0	-12	4	3	-0.5	-5	0
COc1ccccc1C(=O)N/C(=C/c1ccco1)C(=O)Nc1cccc(C(=O)O)c1	1.6	-2.4	0.0	-2	16	14	0.0	-5	2
NC(=O)NCC(c1ccccc1)C1CCCCC1 (stereo not drawn)	-1.7	-1.1	1.7	u	-2	-14	0.7	-5	1
COc1ccccc1CC(=O)Nc1cc2oc3ccccc3c2cc1OC	4.7	1.2	-0.9	34*	4	4	-1.1	5	2
Cc1ccc(C2C=NN(c3ccccc3)C2=O)cc1 (stereo not drawn)	-0.2	-2.6	x	2	-5	1	0.9	1	5
CCOC(=O)COn1c(=O)c[n+]([O-])c2ccccc21	0.3	-0.2	0.9	0	-2	7	-3.2	-8	4
O=C(O)CN1C(=O)c2ccc(C(=O)c3ccccc3)cc2C1=O	-1.2	-1.4	-0.8	-15	-9	1	-1.8	-2	3
O=C(O)c1ccccc1C(=O)c1ccc(Cl)cc1	-0.3	-0.2	x	-14	6	-2	-0.3	0	0
CN(c1ccccc1)S(=O)(=O)c1cccc(NC(=O)c2ccncc2)c1	0.5	-2.4	x	-1	2	-3	0.7	14	3
CCc1cc(CN2CCOCC2)c(NC(=O)c2ccccc2)s1	0.0	-1.2	x	-3	-5	10	3.5	-2	0
CC(C)[C@@H]1CC[C@@H](C)C[C@H]1OC(=O)C[n+]1cc(-c2ccc(Cl)cc2)n2c1CCCCC2	u	-4.0	x	u	27	5	2.7	10	-2
OC1(c2ccccc2F)CCN(Cc2nnc(-c3ccccc3)o2)CC1	0.0	0.1	-2.9	-19	4	5	0.0	-1	5
CC(=O)N1CCN(CCS(=O)(=O)c2ccc(Br)cc2)CC1	-1.1	-1.3	-2.0	-2	-9	-1	-0.5	3	5

Taken from the listing, 6 compounds:
SMILES	BoNT-A LC inh2	FadD28 binding	Mtb BioA inh	BoNT F protease	CCHFV vOTU inh	GDH-TPI inh	Mtb UGM inh	PrPC surface inh	Mtb FBA inh
O=C(O)c1ccccc1C(=O)c1ccc(Cl)cc1	-0.3	-0.2	x	-14	6	-2	-0.3	0	0
CN(c1ccccc1)S(=O)(=O)c1cccc(NC(=O)c2ccncc2)c1	0.5	-2.4	x	-1	2	-3	0.7	14	3
CCc1cc(CN2CCOCC2)c(NC(=O)c2ccccc2)s1	0.0	-1.2	x	-3	-5	10	3.5	-2	0
CC(C)[C@@H]1CC[C@@H](C)C[C@H]1OC(=O)C[n+]1cc(-c2ccc(Cl)cc2)n2c1CCCCC2	u	-4.0	x	u	27	5	2.7	10	-2
OC1(c2ccccc2F)CCN(Cc2nnc(-c3ccccc3)o2)CC1	0.0	0.1	-2.9	-19	4	5	0.0	-1	5
CC(=O)N1CCN(CCS(=O)(=O)c2ccc(Br)cc2)CC1	-1.1	-1.3	-2.0	-2	-9	-1	-0.5	3	5

Later entries
SMILES	BoNT-A LC inh2	FadD28 binding	Mtb BioA inh	BoNT F protease	CCHFV vOTU inh	GDH-TPI inh	Mtb UGM inh	PrPC surface inh	Mtb FBA inh
O=C(C[n+]1ccccc1)Nc1ccc(Oc2ccccc2)cc1	0.2	-2.1	x	-4	-6	-2	-0.7	-15	1
O=C1NC(c2ccc(Br)cc2)Nc2ccccc21 (stereo not drawn)	-2.1	-2.7	-1.2	9	-65	10	-0.7	2	42*
Cc1ccc(C(=O)NC(=S)NCc2ccco2)cc1	-1.0	-1.7	x	-6	-8	0	2.5	0	1
CCN1C(=O)[C@H]2[C@H]3CN=C(SCc4ccc(C)cc4)N3[C@@](C)(C(=O)OC)[C@H]2C1=O	0.1	-2.6	0.2	3	-2	-6	x	5	2
O=C1CC(c2ccc(OCCCCCOc3ccc(C4CC(=O)NC4=O)cc3)cc2)C(=O)N1 (stereo not drawn)	-0.5	0.1	-0.2	4	5	10	0.9	7	3
CCn1c(=O)c2cc(C(=O)NCCCOC)sc2c2ccccc21	-0.3	0.0	5.5	0	-37	26	-2.5	-5	54*
CN(Cc1ccccc1)C(=O)C1CCN(S(=O)(=O)c2cccc3nsnc23)CC1	1.9	1.2	2.3	1	12	12	-2.5	-21	4
O=C(NCc1cccnc1)c1cc(C2CCCCN2C(=O)c2cccs2)on1 (stereo not drawn)	-0.9	-1.3	1.4	-7	0	5	x	4	-1
CCN(C(=O)c1ccc(N2CC3CC(C2)c2cccc(=O)n2C3)c(NC(=O)c2ccncc2)c1)c1cccc(C)c1 (stereo not drawn)	-1.4	-2.7	-0.6	3	5	5	-2.5	6	1
CCSc1ccccc1C(=O)N1CCN(c2ccccc2F)CC1	0.2	-3.1	x	-7	-1	-5	1.6	0	-3
CCOC(=O)c1sc(=NC(=O)c2ccccc2Br)n(C)c1C	-1.6	-1.6	-1.3	-2	16	21	-2.1	3	1
C/C(=N\NC(=O)c1ccc(COc2ccccc2)cc1)c1ccncc1	0.3	-2.0	x	-5	-6	-4	0.1	8	-6
COc1ccc(NC(=O)CC(CC(=O)O)c2cc(OC)c(OC)c(OC)c2)cc1 (stereo not drawn)	-0.6	-3.4	0.8	0	-11	7	1.1	-1	1
Cc1cccc(NC(=S)N=Nc2c(O)[nH]c3ccccc23)c1	5.1	-3.1	x	-5	14	9	1.6	12	-11
COCCCn1cc(C(=O)c2cc(OC)ccc2OCC(=O)N2CCCCC2C)cc(C#N)c1=O (stereo not drawn)	0.4	-3.7	x	6	8	10	0.3	3	-1
CCc1nn(CCCC(=O)NCc2ccc(C)cc2)c(=O)c2cc3occc3n12	-3.0	-2.9	-1.7	0	13	12	0.5	0	0
CSc1ncccc1C(=O)NC1CCCc2c1cnn2-c1ccc(C)c(C)c1 (stereo not drawn)	0.6	0.4	-1.0	-8	9	0	2.1	1	6
COc1ccc2nc(NC(=O)c3c(C)noc3C)sc2c1	-0.5	-2.0	0.0	0	-1	19	0.1	0	8
O=C(NCC(=O)N1CCCC1)c1cccs1	-0.1	-4.6	x	-2	-2	-9	-0.6	-2	-2
COc1ccc(C(CNC(=O)C(C)(C)Oc2ccc(Cl)cc2)N2CCOCC2)cc1 (stereo not drawn)	x	-0.7	1.3	x	23	1	x	-4	1
CN(CC(=O)Nc1ccc(F)cc1)C(=O)c1ccccc1Sc1ccccc1C#N	0.6	-1.8	1.8	-3	1	3	x	7	-1
Cc1sc2nc(SCc3nc(-c4ccccc4)no3)n(-c3ccccc3)c(=O)c2c1C	-0.2	-1.3	0.6	1	-9	-5	x	0	-4
S=C(NCC(c1ccco1)N1CCCC1)Nc1ccccc1 (stereo not drawn)	-0.7	-1.3	x	-6	-6	-5	-0.5	-6	1
Cc1ccc(N2CCN(C(=O)c3ccccc3F)CC2)c(C)c1	0.1	-2.6	-0.4	-5	8	6	1.3	-8	-2
CSc1nc(O)c(C(c2ccccc2)c2c(O)nc(SC)[nH]c2=O)c(=O)[nH]1	2.1	-4.6	-2.2	u	-13	0	2.0	12	-1
Cc1ccccc1N(CC(=O)O)S(C)(=O)=O	-0.3	-3.6	x	-8	13	-10	-3.3	-6	3
Cc1c([N+](=O)[O-])c(C/C=N/O)nn1C	-0.2	-4.8	-1.0	u	2	20	x	33*	1
CC(=O)Nc1ccc(NC(=O)C(C)OC(=O)CCCOc2ccc(Cl)c(C)c2)cc1 (stereo not drawn)	-2.2	-2.9	-0.8	-7	-1	-9	-0.1	-1	2
Cc1cc(C)nc(-n2nc(C)c3c(C(F)(F)F)cc(=O)[nH]c32)n1	-0.2	-0.8	-0.5	7	3	10	-2.1	-1	3
CCC(C)OC(=O)C1C(c2ccccc2)C(C(=O)O)C1c1ccccc1 (stereo not drawn)	-1.0	-0.9	-0.6	-2	2	1	2.0	-2	0
O=C(CCCCCBr)N1CCC(CC2CC(c3ccc(Cl)cc3)=NO2)(C(=O)NCC2CCCCC2)CC1 (stereo not drawn)	-0.6	-1.8	0.3	-9	4	-17	-0.6	-10	-3
COc1ccc(NC2=Nc3ccccc3N3C2=Nc2c(c(C)nn2-c2ccc(C)cc2)C3c2cccnc2)cc1 (stereo not drawn)	u	-2.3	x	44*	-10	-3	3.8	11	-1
COc1ccc(CNS(=O)(=O)c2ccc(F)cc2Br)cc1	-0.3	-1.8	-0.9	-6	2	9	x	4	1
CCOc1ccccc1N1CCN(C(=O)CCCc2nc3ccccc3s2)CC1	0.3	-2.3	x	2	7	5	1.3	-10	-1
CC(CCc1ccccc1)NC(=O)COC(=O)CC1CC2CCC1C2 (stereo not drawn)	0.4	-4.8	x	-1	-9	3	1.0	8	4
COC(=O)CCC(=O)N1CCc2cc(S(=O)(=O)N3CCN(c4ccccc4Cl)CC3)ccc21	-1.0	-0.8	-2.9	0	-2	6	x	4	-1
C=CCn1c(O)c(N=Nc2ccccc2)c2ccccc21	0.6	-4.2	-1.7	u	-5	9	-4.4	4	-1
CCn1nc(C)c(CNCc2cn[nH]c2-c2cc3ccccc3o2)c1C	-0.5	-2.0	0.7	-5	-10	2	-2.7	-5	6
Cc1ccc(CNC(=O)Nc2ccc(F)cc2F)n1C	-2.3	-0.3	-1.8	-14	-5	8	0.0	-6	2
O=S(=O)(c1cccc(S(=O)(=O)N2CCOCC2)c1)N1CCCCCC1	3.6	-4.7	-0.3	8	-11	5	0.5	14	-1
COc1ccc(C(=O)NCC(=O)N/N=C(\C)Cc2ccccc2)cc1	-0.8	-0.7	2.0	6	23	4	-1.6	-2	2
Cc1ccc2c(C(=O)N3CCN(c4ccccc4)CC3)cc(-c3cccnc3)nc2c1C	-0.4	0.4	x	-4	-7	3	u	5	-1
COc1ccccc1NC(=O)c1c(C)nn(-c2ccccc2)c1Cl	2.0	-1.8	1.6	-1	-1	-3	0.4	-3	4
O=C(NCC1CCCO1)c1cc(C(=O)C2CCCCC2)c[nH]1 (stereo not drawn)	-1.2	-1.6	x	-12	-7	0	2.3	1	6
NC(=O)c1ccc(NC(=O)CN2C(=O)NC3(CCCCCCC3)C2=O)cc1	0.7	0.7	-0.9	-5	0	10	0.9	8	6
CNCCC=C1c2ccccc2CCc2ccccc21	0.1	0.6	-0.2	-9	11	6	2.4	-16	0
O=C(CSc1nc2ncccc2[nH]1)Nc1ccc2c(c1)OCCO2	0.1	-1.4	0.9	0	4	8	-3.0	-5	4

Compound activity from PubChem BioAssay.
